Screening data as filed in PubChem.
Mtb BioA inh: M. tuberculosis BioA enzyme inhibitors, primary screen, biochemical, plate reader, single point, HTS | 7,8-diaminopelargonic acid synthase BioA (Mycobacterium tuberculosis) | purified M. tuberculosis BioA enzyme | inhibition, % at 9.99 µM | 0.096% of 360,000 active; in the data active = inhibition above about 40%; inconclusive = no clear call, values can overlap the other calls
BoNT-F LC inh: BoNT/F light chain protease inhibitors, primary screen, biochemical, flow cytometry, MLPCN library. Botulinum neurotoxin type F light chain protease (Clostridium botulinum). Multiplex microsphere protease cleavage assay. inhibition, % at 10 µM. 0.22% of 360,000 active. AID 588497, 2011; in the data active = inhibition above about 35%, passing the limit was not always enough; inconclusive = no clear call, values can overlap the other calls; also: plate controls were buffer without enzyme for full effect and enzyme alone for no effect
FBA Mtb inh: Mtb FBA enzyme inhibitors, primary screen, biochemical, fluorescence, strain H37Rv | purified M. tuberculosis FBA, fluorescence read-out | inhibition, % at 1 µM | AID 588726, 2011 | 2.3% of 360,000 active; in the data active = inhibition above about 27%;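 also: 0% = vehicle and 100% = reference inhibitor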
Target sequence (P9WQA3 whole entry, looked up): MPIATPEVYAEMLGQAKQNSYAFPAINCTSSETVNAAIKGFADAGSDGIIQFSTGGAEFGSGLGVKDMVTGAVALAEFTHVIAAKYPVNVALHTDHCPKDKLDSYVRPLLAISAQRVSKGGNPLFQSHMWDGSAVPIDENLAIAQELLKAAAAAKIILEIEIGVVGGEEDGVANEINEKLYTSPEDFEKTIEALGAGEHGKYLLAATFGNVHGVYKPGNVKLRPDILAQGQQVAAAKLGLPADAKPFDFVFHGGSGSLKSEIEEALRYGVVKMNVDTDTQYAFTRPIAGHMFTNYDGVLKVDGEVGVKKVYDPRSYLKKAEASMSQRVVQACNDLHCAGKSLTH
Rv3671c protease: Rv3671c serine protease inhibitors, primary screen, biochemical, fluorescence polarization, M. tuberculosis H37Rv; 0.048% of 320,000 active; inhibition, % at 5.96 µM; P9WHR9; in the data active = inhibition above about 38%;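 also: extracellular domain of Rv3671c used as enzyme; 0% = enzyme with DMSO and 100% = no enzyme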
Target sequence (P9WHR9 whole entry, looked up, the tested form may be a part): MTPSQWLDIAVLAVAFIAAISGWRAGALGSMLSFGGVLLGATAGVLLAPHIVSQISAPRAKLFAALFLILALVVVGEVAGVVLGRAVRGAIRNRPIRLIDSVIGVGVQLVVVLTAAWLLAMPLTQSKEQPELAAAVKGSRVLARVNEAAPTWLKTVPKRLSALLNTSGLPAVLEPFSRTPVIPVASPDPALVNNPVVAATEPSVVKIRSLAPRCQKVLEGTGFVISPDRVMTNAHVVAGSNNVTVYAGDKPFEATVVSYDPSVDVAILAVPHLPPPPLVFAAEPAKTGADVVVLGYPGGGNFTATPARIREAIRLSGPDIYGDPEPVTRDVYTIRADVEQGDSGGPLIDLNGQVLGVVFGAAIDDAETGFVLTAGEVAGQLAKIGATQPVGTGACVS
PrPC surface inh: inhibitors of human cell surface prion protein PrPC, primary screen, cell-based, TR-FRET. Major prion protein (Homo sapiens), P04156. 0.43% of 370,000 active. TR-FRET read-out. AID 720596, 2013. inhibition, % at 13.8 µM; in the data active = inhibition above about 24%; also: 0% = median of the test wells and 100% = reference compound wells
FadD28 binding: inhibitors of FadD28 bisubstrate probe binding, primary screen, biochemical, fluorescence polarization, single point; inhibition, % at 12.5 µM; 0.22% of 360,000 active; AID 588549, 2011; in the data active = inhibition above about 8.5%, passing the limit was not always enough; inconclusive = no clear call, values can overlap the other calls
GDH-TPI counter: GDH-TPI coupling enzyme inhibitors, primary screen, artefact control for M. tuberculosis FBA inhibitor project, biochemical, absorbance, full deck. GDH-TPI coupled enzyme counterscreen, NADH absorbance. inhibition, % at 4.8 µM. 1.2% of 360,000 active; in the data active = inhibition above about 30%;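 also: 0% = DMSO wells and 100% = wells lacking the enzyme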
UGM FP inh: M. tuberculosis UGM enzyme inhibitors, primary screen, biochemical, fluorescence polarization, single point. UDP-galactopyranose mutase (Mycobacterium tuberculosis (strain ATCC 25618 / H37Rv)), …. purified UGM, fluorescence polarization probe displacement. inhibition, % at 10 µM. 0.06% of 320,000 active; in the data active = inhibition above about 10%, passing the limit was not always enough; inconclusive = no clear call, values can overlap the other calls
MazEF act: activators of E. coli MazEF toxin-antitoxin RNase, primary screen, biochemical, fluorescence, uHTS. Endoribonuclease toxin MazF (Escherichia coli (strain K12)), P0AE70. FAM/BHQ RNA-DNA oligo cleavage fluorescence, 5 h. activation, % at 20 µM. 0.32% of 350,000 active. AID 504720, 2011; in the data active = activation above about 50%
Target sequence (P0AE70 whole entry, looked up): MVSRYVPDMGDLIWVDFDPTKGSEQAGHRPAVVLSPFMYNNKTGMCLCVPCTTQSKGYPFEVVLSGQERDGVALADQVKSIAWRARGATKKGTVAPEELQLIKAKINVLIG
An asterisk follows results filed as active; ? = inconclusive; / = no result given.

SMILES	Mtb BioA inh	BoNT-F LC inh	FBA Mtb inh	Rv3671c protease	PrPC surface inh	FadD28 binding	GDH-TPI counter	UGM FP inh	MazEF act
Cn1c(N)c(S(=O)(=O)c2ccc(Br)cc2)c2nc3ccccc3nc21	-1.4	3	107*	-19	-3	-1.7	29	0.2	6
CCN(CC(=O)Nc1ccccc1C(F)(F)F)C(=O)c1ccc2[nH]c3c(c2c1)CC(C)CC3 (stereo not given)	/	-11	3	7	-3	-3.4	10	-2.9	-4
CCC(=O)c1ccc(OCC(=O)Nc2ccc3nc(C)sc3c2)cc1	-0.1	-7	-1	-1	-3	-0.4	1	2.5	14
CCN(CC)c1ccc(/C=c2\sc3nnc(-c4ccccc4Cl)n3c2=O)cc1	-5.5	125*	0	-15	3	19*	12	0.5	-183
Oc1ccc(N=Nc2ccc3c(c2)OCCO3)c(O)c1	-3.6	-6	-17	-3	-12	0.0	12	4.5	-8
O=C(Nc1ccc(S(=O)(=O)Nc2nccs2)cc1)c1ccc(=O)[nH]c1	/	1	0	18	-1	-1.3	6	2.0	-4
CCc1c(C)nc2ncnn2c1N1CCCC(C(=O)NCCc2ccccc2)C1 (stereo not given)	-6.0	-1	0	1	/	-0.9	7	3.2	5
CCCc1[nH][nH]c(=O)c1C(c1ccc(Br)cc1)C(C#N)C#N (stereo not given)	3.9	-8	-3	-7	1	-6.4	7	2.0	-3
O=S(=O)(c1ccccc1)c1nc(-c2ccccc2)oc1NCc1cccnc1	3.0	-4	-4	-3	6	-3.7	6	-0.9	-4
Cc1cc(=O)n2c(-c3ccc(Cl)cc3)csc2n1	/	-14	-1	9	4	-0.2	2	-1.2	8
O=C(NCc1cccnc1)C1CC(c2ccccc2O)=NO1 (stereo not given)	-1.1	/	-1	-6	-1	-1.3	2	1.5	4
CCCC(=O)NC(c1ccccc1Cl)c1ccc2cccnc2c1O (stereo not given)	-0.8	?	-5	13	27*	-3.2	4	-1.8	-2
NC1=NN(c2c(Cl)cc(Cl)cc2Cl)C(=O)C1	/	5	0	/	0	-3.6	-15	/	6
CC(=O)Nc1cccc(N)c1	-0.5	-11	0	-4	1	-2.2	8	0.6	10
N#CC(c1ccccc1)C(CC(=O)c1ccccc1)c1ccccc1 (stereo not given)	/	-2	3	/	12	-2.9	-7	/	6
O=C(COC(=O)c1ccccn1)Nc1ccc2c(c1)OCO2	0.5	-4	3	1	3	-2.9	-11	-1.9	0
O=C(O)c1ccc(N2C(=O)CC(N3CCN(c4ccc(Cl)cc4)CC3)C2=O)cc1 (stereo not given)	-3.5	?	-3	0	6	-3.3	3	0.6	0
N#Cc1c(NC(=O)CCC(=O)O)sc2c1CCCC2	1.1	-2	1	4	-2	-1.0	9	-1.1	6
Cc1cc(N2CCN(S(=O)(=O)c3ccc4ccccc4c3)CC2)n2ncnc2n1	1.3	1	0	-13	5	-5.6	2	0.2	8
Oc1cccc(Nc2nc(-c3ccccc3)nc3ccccc23)c1	1.1	-3	0	-41	2	-5.4	0	0.5	17
Cc1nc2ccc([N+](=O)[O-])cc2c(=O)n1Cc1cccc(Br)c1	1.4	-2	3	0	-17	1.2	18	1.0	17
COc1ccc(N2CCN(C(=O)CCC(=O)NNc3nc4ccccc4c4nc(C)nn34)CC2)cc1	/	-2	-1	3	1	-0.4	6	-1.1	9
CCOC(=O)N1CCN(C(=O)Cn2nc(-c3ccc(Cl)cc3)ccc2=O)CC1	/	10	1	5	-5	-2.6	3	-0.8	1
Cc1ccc(NC(=S)N2CCC(c3nc4ccccc4s3)CC2)cc1	-0.5	2	0	-1	5	-1.9	2	0.2	-2
CCC1CCc2c(sc(NC(=O)c3ccoc3C)c2C(N)=O)C1 (stereo not given)	-1.3	-3	4	-14	-8	0.2	7	1.0	-5

Gathered by group, the entries above containing sulfur (ten)
SMILES	Mtb BioA inh	BoNT-F LC inh	FBA Mtb inh	Rv3671c protease	PrPC surface inh	FadD28 binding	GDH-TPI counter	UGM FP inh	MazEF act
Cn1c(N)c(S(=O)(=O)c2ccc(Br)cc2)c2nc3ccccc3nc21	-1.4	3	107*	-19	-3	-1.7	29	0.2	6
CCC(=O)c1ccc(OCC(=O)Nc2ccc3nc(C)sc3c2)cc1	-0.1	-7	-1	-1	-3	-0.4	1	2.5	14
CCN(CC)c1ccc(/C=c2\sc3nnc(-c4ccccc4Cl)n3c2=O)cc1	-5.5	125*	0	-15	3	19*	12	0.5	-183
O=C(Nc1ccc(S(=O)(=O)Nc2nccs2)cc1)c1ccc(=O)[nH]c1	/	1	0	18	-1	-1.3	6	2.0	-4
O=S(=O)(c1ccccc1)c1nc(-c2ccccc2)oc1NCc1cccnc1	3.0	-4	-4	-3	6	-3.7	6	-0.9	-4
Cc1cc(=O)n2c(-c3ccc(Cl)cc3)csc2n1	/	-14	-1	9	4	-0.2	2	-1.2	8
N#Cc1c(NC(=O)CCC(=O)O)sc2c1CCCC2	1.1	-2	1	4	-2	-1.0	9	-1.1	6
Cc1cc(N2CCN(S(=O)(=O)c3ccc4ccccc4c3)CC2)n2ncnc2n1	1.3	1	0	-13	5	-5.6	2	0.2	8
Cc1ccc(NC(=S)N2CCC(c3nc4ccccc4s3)CC2)cc1	-0.5	2	0	-1	5	-1.9	2	0.2	-2
CCC1CCc2c(sc(NC(=O)c3ccoc3C)c2C(N)=O)C1 (stereo not given)	-1.3	-3	4	-14	-8	0.2	7	1.0	-5

Later entries.
SMILES	Mtb BioA inh	BoNT-F LC inh	FBA Mtb inh	Rv3671c protease	PrPC surface inh	FadD28 binding	GDH-TPI counter	UGM FP inh	MazEF act
Cc1c(NC(=O)Cc2ccccc2)cccc1C(=O)NN1C(=O)c2ccccc2C1=O	-1.2	-13	4	0	-7	-0.4	8	-1.1	5
CSc1nnc2c(n1)OC=Nc1ccc(Br)cc1-2	-0.1	-3	1	5	1	0.7	2	3.7	12
CS(=O)(=O)c1ccc(C(=O)Nc2ccc(S(=O)(=O)N3CCCCC3)cc2)cc1	/	-10	-3	9	11	-5.9	2	/	-1
CC1CCCN(C(=O)CSc2nnc(-c3cccs3)o2)C1 (stereo not given)	5.4	-2	5	-2	-16	-0.7	-2	-1.6	11
NC(N)=Nc1ccc(N=C(N)N)cc1	1.3	9	-2	/	1	-2.8	-3	-3.5	3
O=C1CCN(CCc2ccccc2)CCN1[C@H](CO)Cc1ccccc1	0.9	1	4	-1	-4	-0.3	13	0.5	-11
O=C(c1ccc(COc2ccc(Cl)cc2)o1)N1CCN(Cc2ccc3c(c2)OCO3)CC1	-3.6	0	-3	-2	2	-5.1	5	0.9	-9
Cc1ccc2c(c1)=C/C(=C\c1c(O)[nH]c(=O)[nH]c1=O)C(=O)N=2	/	-26	10	-14	-4	-0.5	13	-0.6	3
CCOc1ccc(CCNC(=O)CCc2nc(-c3ccc(OC)cc3)no2)cc1OCC	-0.7	-3	-4	-2	1	-0.4	-3	2.6	-2
CC(C)CC1CCCC12NC(=O)NC2=O (stereo not given)	-0.6	-8	1	/	-5	-1.1	6	/	0
CC1(C)Cc2nc(NCCN3CCOCC3)c(C#N)cc2CO1	0.1	2	1	9	-3	-0.5	1	0.8	1
CC(=O)Nc1cccc(C(=O)OCC(=O)c2ccc(S(=O)(=O)N3CCCCC3)cc2)c1	-2.4	4	-2	0	8	-4.4	-2	-2.0	5
Cc1cccc(-c2cc3nc4c(c(N5CCOCC5)n3n2)CCCC4)c1	2.2	-9	4	2	-5	-1.9	6	-0.7	-7
CCNC(=O)C1CN(S(=O)(=O)c2ccccc2)CCN1S(=O)(=O)c1ccccc1 (stereo not given)	/	5	-2	4	4	0.2	2	0.6	5
CN(C)CCNC(=O)c1cccc(-c2cnc3c(NC=O)cc(-c4ccc(S(C)(=O)=O)cc4)cn23)c1	-1.1	-12	5	/	-30	-4.6	14	/	/
Cc1cccc(C(=O)OCC(=O)NCc2ccc3c(c2)OCO3)c1C	0.3	-1	1	-7	-4	-0.3	-5	-0.1	-1
CC(C)=CCN1CCN(Cc2ccc(C#CC(C)(C)O)s2)CC1CCO (stereo not given)	/	-7	3	4	9	-1.3	2	1.2	3
O=C(N/C(=C\c1ccco1)C(=O)N1CCCC(CO)C1)c1ccccc1 (stereo not given)	0.8	12	0	0	-1	-1.6	12	1.5	14
CC(=O)C1=C(C)NC(SCC(=O)c2ccccc2)=C(C#N)C1CC(C)C (stereo not given)	-0.4	-1	-3	-10	0	-3.5	-4	1.0	8
O=C(O)c1ccccc1C(=O)N1CCc2c([nH]c3ccccc23)C1C(F)(F)F (stereo not given)	0.1	/	0	1	-4	-3.6	-4	1.7	6
O=C(Nc1ccncc1)c1ccc(F)cc1	0.0	-19	3	-3	-3	-1.1	-5	-0.5	-14
Cc1ccc(CNC(=O)c2oc3ccc(S(=O)(=O)N4CCC5(CC4)OCCO5)cc3c2C)cc1	-2.5	-2	-2	-3	-2	-2.7	-3	-5.2	-14
CC(NC(=O)Nc1ccc(F)cc1F)c1ccncc1 (stereo not given)	-2.4	-9	3	-2	-2	-0.2	-2	-1.0	-4
CN1CCN(c2nc3c(c(=O)[nH]c(=O)n3C)n2CCSc2nnnn2-c2ccccc2)CC1	3.5	?	8	3	4	-1.8	-10	0.3	9
COc1cccc(/C=N/n2nnnc2N)c1OCc1ccccc1Cl	1.0	2	8	1	-10	-2.3	10	-1.5	-3

New compounds follow.
SMILES	Mtb BioA inh	BoNT-F LC inh	FBA Mtb inh	Rv3671c protease	PrPC surface inh	FadD28 binding	GDH-TPI counter	UGM FP inh	MazEF act
CCN(C[C@H]1N[C@@](C)(C(=O)OC)[C@H]2C(=O)N(C)C(=O)[C@@H]12)C(=O)C1CCCCC1	-0.2	-1	6	5	-2	1.1	4	/	-2
Oc1ccc2ccccc2c1C=NNc1ccccn1	/	-17	2	/	-4	-2.1	13	/	-11
Cc1cccc(NC(=O)COC(=O)c2nn(C)c(=O)c3ccccc23)c1C	-1.5	-5	0	0	5	-4.2	-9	-3.2	-1
CC(C#N)Sc1ccc(S(=O)(=O)N(C)C2CCCCC2)cn1 (stereo not given)	0.3	1	0	-4	7	-2.3	-13	-7.1	0
COc1ccc(/C=C/c2nc(-c3ccccc3O)n[nH]2)cc1	/	-12	-1	-32	-14	-5.1	5	3.5	6
CCOc1ccc(C2CC(c3ccccc3C)n3nc(N)nc3N2)cc1 (stereo not given)	1.1	-3	5	2	1	0.8	-7	0.7	7
CCOc1ccc(N(CC(=O)Nc2ccccc2C(=O)NC(C)CC)S(C)(=O)=O)cc1 (stereo not given)	/	-3	3	4	-6	-1.4	6	1.0	0
COc1ccc(C(CNC(=O)c2ccc(C)c(S(=O)(=O)Nc3ccccc3OC)c2)N2CCCC2)cc1 (stereo not given)	-0.6	-21	2	-1	-6	-2.8	5	-8.3	-1
Cc1cccc(C(=O)c2c[nH]cc2-c2ccccc2)c1	-3.2	-3	-1	-2	-2	-2.9	2	-1.0	2
CCc1nc2ccccc2c(C(=O)OCC(=O)Nc2ccc(S(=O)(=O)N3CCOCC3)cc2)c1C	-4.5	-3	0	-76	1	-0.6	6	6.0	-6
COc1ccc(CCNc2nc3ccc(C)cc3n3cnnc23)cc1OC	-3.1	-9	-3	2	-2	-0.9	13	-3.7	2
CSc1nnc(C2CCN(CC(=O)Nc3ccccc3N3CCOCC3)CC2)n1C	13	-4	0	6	-4	-3.1	0	-1.2	5
CCS(=O)(=O)NCCc1cc2cc(C)c(C)cc2[nH]c1=O	-8.0	5	4	/	6	-1.8	31*	/	-16
CCn1cnc2cc(NCc3ccncc3)ccc21	0.3	-38	2	-6	-6	-3.7	2	3.6	4
C=CCn1c(Oc2ccc(C(=O)OC)cc2)nc2c1c(=O)n(C)c(=O)n2C	0.4	-2	2	5	-4	-1.3	6	-1.3	4
COCCNc1nc(C)cc(-c2cc(C(=O)NCc3ccccc3)on2)n1	-0.7	4	3	-7	1	-0.6	7	-1.3	8
